Salmonella PhoP GFP: inhibitors of PhoP regulon expression, primary screen, Salmonella Typhimurium, GFP reporter (AID 1863). inhibition, % at 50 µM; hits with a dose series show IC50 in µM. S. Typhimurium PhoP-regulated promoter GFP reporter, 4 h; higher % means a stronger effect. 300,000 compounds, 0.16% hits;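 active = inhibition over 29.93%, a cutoff 3 SD above the screen mean, later confirmed by dose response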;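 also: 0% = low Mg2+ inducing control and 100% = high Mg2+ repressing control; strong numbers were not always called active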
SIAH1 antagonists: Siah-1 peptide-binding antagonists, primary screen, biochemical, fluorescence polarization, rhodamine-plectin, uHTS (AID 1817); Siah-1 / rhodamine-plectin peptide fluorescence polarization; higher % means a stronger effect; displacement, % at 20 µM, or IC50 in µM where a hit was titrated; 290,000 compounds, 0.02% hits;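 active = displacement of at least 50% at 20 µM, with a fluorescence ratio check between 0.3 and a set limit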;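 also: plate controls were Siah plus tracer with DMSO for no effect and tracer alone without Siah for full effect; strong numbers were not always called active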
West Nile antiviral: West Nile virus antiviral activity, cell-based, CPE readout (AID 1621); CPE inhibition, % at 10 µM; hits with a dose series show IC50 in µM; West Nile virus-infected cells, CPE inhibition; higher % means a stronger effect; 290,000 compounds, 0.02% hits; in the data active = a potency from the dose series; also: strong numbers were not always called active
* hit, by the source's call. Only part of the results is shown; rates above refer to the full screens.

Values run as follows: Salmonella PhoP GFP	SIAH1 antagonists	West Nile antiviral
O=C(COc1ccc2c3c(c(=O)oc2c1)CCCC3)NCc1cccnc1
    3.9%	-10.4%	-1.0%
CN1CCN(c2ccc([N+](=O)[O-])cc2NC(=O)c2cccs2)CC1
    -1.4%	-4.1%	-0.8%
O=C(CN1C2CCCC1CC(NC(=O)C1CCCCC1)C2)Nc1ccccc1 (stereo not given)
    -0.1%	0.2%	-1.1%
CSc1cccc(NC(=O)CN(C)S(=O)(=O)c2cnc[nH]2)c1
    -1.3%	4.2%	-0.1%
Cn1c(CNC(=O)CNC(=O)Cc2ccc(F)cc2)cc(=O)n(C)c1=O
    -5.2%	3.7%	-0.7%
Cc1ccc(NC(=O)[C@H](Cc2ccccc2)NC(=O)C2CCNCC2)cc1
    1.9%	16.6%	0.1%
CCC(C)NC(=O)c1cn(-c2cccc(OC)c2)c(=O)c2ccccc12 (stereo not given)
    -4.6%	0.1%	0.0%
COc1ccc(S(=O)(=O)Nc2ccc(F)cc2F)cc1C(=O)N1CCOCC1
    -7.4%	6.5%	-0.2%
COc1ccc(S(=O)(=O)N2CCCCC2)cc1N(C)S(=O)(=O)c1ccccc1
    0.5%	-2.2%	-1.0%
COc1ccc(N2CCN(C(=O)CCNS(=O)(=O)c3ccc(C)cc3)CC2)cc1
    -2.1%	-1.6%	-0.7%
O=C(Nc1cccc(NC(=O)c2cccc([N+](=O)[O-])c2)n1)c1cccc([N+](=O)[O-])c1
    -5.3%	-8.2%	-0.1%
COc1ccc(/C=N/N(C)C2=NS(=O)(=O)c3ccccc32)cc1OC
    -4.6%	2.5%	0.0%
COc1cccc(OCCNC(=O)c2cc(OC)c(OC)c(OC)c2)c1
    5.0%	-2.9%	-0.3%
COc1cc(NC(=O)C2CCCN(c3ncnc4c3nc3n4CCCCC3)C2)cc(OC)c1OC (stereo not given)
    -1.2%	-5.6%	1.7%
CCCCc1cc(=O)oc2cc(C)cc(OCC(=O)NCc3cccnc3)c12
    11.7%	-1.3%	-0.8%
CCN(CC)C(=O)COc1c(-c2ccco2)oc2ccccc2c1=O
    -1.0%	1.8%	-0.8%
O=C(CN(Cc1ccc(Cl)cc1)C(=O)CN1C(=O)COc2ccccc21)NC1CCCC1
    7.0%	-1.2%	-0.8%
Cc1ccc(C(=O)Nc2ccc(S(=O)(=O)Nc3cnc4ccccc4n3)cc2)cc1
    -10.8%	3.5%	-0.3%
O=C(CSc1nnc(NC(=O)C2CCC2)s1)Nc1ccccc1F
    -3.2%	-0.8%	-0.5%
Cc1cccc(CN2CCN(C(=O)c3cccc4ccccc34)CC2)c1
    -5.5%	17.3%	-1.1%
CCCS(=O)(=O)N1CCN=C1SCc1ccc(F)cc1
    -5.3%	-1.3%	-0.1%
c1ccc(OCCCCN2CCCCC2)cc1
    -4.9%	5.4%	-0.5%
Cc1ccc(S(=O)(=O)N2CCC(C(=O)N3CCCC3C(=O)N[C@@H](CC(C)C)C(=O)NCC(N)=O)CC2)cc1 (stereo not given in full)
    5.7%	-0.4%	0.6%
Cc1nc(=O)c(-c2ccccc2)c(C)n1-c1ccccc1
    -3.1%	12.6%	-1.1%
Cc1ccc(Cl)cc1NC(=O)CN1CCN(S(=O)(=O)N2CCC(C)CC2)CC1
    5.2%	1.1%	-0.6%
O=C(Nc1ccccc1)C1C2CCCCC21 (stereo not given)
    -5.8%	1.8%	0.2%
O=C(CNC(=O)c1ccc(Cl)cc1)OCC(=O)c1ccccc1
    1.6%	6.9%	-0.4%
Cc1nc2nc(CCNS(=O)(=O)c3ccc(Cl)cc3)cn2nc1C
    3.7%	14.0%	0.0%
Nc1nc(SCC(=O)Nc2ccc([N+](=O)[O-])cc2)[nH]c(=O)c1NC(=O)c1ccc(Br)cc1
    -0.5%	-9.4%	-0.1%
O=c1cc(-c2ccc(Cl)cc2)nc(N2CCN(c3ccccc3)CC2)[nH]1
    -2.9%	-0.7%	-1.1%
CC(NC(=O)CSc1n[nH]c(N)n1)c1ccccc1 (stereo not given)
    3.9%	-1.6%	0.2%
COCc1c(C(=O)N2CCN(Cc3ccc(C#N)cc3)CC2)oc2ccccc12
    -0.7%	13.5%	-1.0%
CC(C)CNc1ncnc2c1cnn2Cc1ccccc1Cl
    -2.5%	0.6%	-0.2%
CC(C)CCNC(=O)C1CCN(S(=O)(=O)c2ccc(-n3cnnn3)cc2)CC1
    -5.7%	0.8%	0.4%
C=CCn1c(SCc2ccccc2)nc2c1c(=O)[nH]c(=O)n2C
    2.8%	3.9%	-0.1%
CCOC(=O)C1CCCCN1Cc1ccc(-c2ccccc2)cc1 (stereo not given)
    -4.8%	6.3%	-0.8%
CC(NC(=O)C1CCCN1S(=O)(=O)c1cccc2nsnc12)c1ccccc1 (stereo not given)
    -3.5%	3.1%	0.0%
Cc1nc2ccc(NC(=O)c3cc(Cl)ccn3)cc2s1
    8.6%	-5.9%	-0.7%
CC1COc2ccccc2N1C(=O)c1ccc(Cl)cc1 (stereo not given)
    0.4%	-4.9%	-0.6%
CC(C)c1ccc(N(C(=O)CNC(=O)c2ccco2)C(C(=O)NC2CCCC2)c2ccncc2)cc1 (stereo not given)
    9.3%	-0.8%	-0.9%
Cc1ccc(C2=NN(CC(=O)O)C(=O)CC2)cc1
    2.9%	1.1%	-0.4%
COc1ccc(C(=O)NCCn2cc(SCC(=O)NCC3CCCO3)c3ccccc32)cc1OC (stereo not given)
    -1.2%	8.6%	0.3%
CC(=O)c1ccc(OCc2cc(C(=O)N(C)CCN3CCOCC3)no2)cc1
    11.2%	-4.7%	0.6%
CC(=O)Nc1cccc(C(=O)Nc2cccc3ncccc23)c1
    2.4%	1.8%	1.2%
COCCN(C(=O)COC(=O)c1cccs1)c1c(N)n(Cc2ccccc2)c(=O)[nH]c1=O
    -5.6%	9.2%	0.0%
COc1cc(CC(=O)OCC(=O)N2C(C)CCCC2C)cc(OC)c1OC (stereo not given)
    3.5%	-4.4%	-0.6%
Cc1cc(C)cc(N(CC(=O)NC2CCCC2)C(=O)CCC(=O)Nc2nccs2)c1
    -7.3%	0.0%	-1.1%
N#Cc1ccccc1COC(=O)CCCC1=NS(=O)(=O)c2ccccc2N1
    -4.8%	-0.7%	-0.5%
O=C(CCN1C(=O)/C(=C/c2ccc(F)cc2)SC1=S)NC1C=CS(=O)(=O)C1 (stereo not given)
    7.9%	-1.2%	2.9%
O=C(CN1CCN(S(=O)(=O)c2ccccc2)CC1)NCc1ccccc1
    7.8%	-5.4%	0.7%

Some of these compounds in order of the West Nile antiviral value, high to low.
Values run as follows: Salmonella PhoP GFP	SIAH1 antagonists	West Nile antiviral
COc1ccc(C(=O)NCCn2cc(SCC(=O)NCC3CCCO3)c3ccccc32)cc1OC (stereo not given)
    -1.2%	8.6%	0.3%
CC(NC(=O)CSc1n[nH]c(N)n1)c1ccccc1 (stereo not given)
    3.9%	-1.6%	0.2%
CC(NC(=O)C1CCCN1S(=O)(=O)c1cccc2nsnc12)c1ccccc1 (stereo not given)
    -3.5%	3.1%	0.0%
Cc1ccc(Cl)cc1NC(=O)CN1CCN(S(=O)(=O)N2CCC(C)CC2)CC1
    5.2%	1.1%	-0.6%
O=C(COc1ccc2c3c(c(=O)oc2c1)CCCC3)NCc1cccnc1
    3.9%	-10.4%	-1.0%
O=C(CN1C2CCCC1CC(NC(=O)C1CCCCC1)C2)Nc1ccccc1 (stereo not given)
    -0.1%	0.2%	-1.1%

Next part:
Values run as follows: Salmonella PhoP GFP	SIAH1 antagonists	West Nile antiviral
COC(=O)C1=C(C)NC(C)=C(C(=O)OCC2CCCO2)C1c1ccc(Cl)c([N+](=O)[O-])c1 (stereo not given)
    13.4%	-6.4%	-0.2%
CCCCNc1nc2ccccc2nc1NS(=O)(=O)c1ccc(F)cc1
    -5.5%	0.8%	-1.1%
O=C(c1cccc([N+](=O)[O-])c1)N1CCc2ccccc21
    -9.4%	-0.2%	0.2%
Cc1ccccc1NC(=O)CN1C(=O)CSc2ccc(S(=O)(=O)N3CCCC3)cc21
    -5.4%	2.6%	-0.1%
Cc1noc(/C=C/c2ccccc2F)c1S(=O)(=O)N1CCC(C(=O)N2CCN(C)CC2)CC1
    -9.6%	-1.7%	2.6%
Cc1nnc(NC(=O)c2nc(S(=O)(=O)Cc3ccccc3C)ncc2Cl)s1
    -12.8%	-7.3%	0.1%
COc1cc([N+](=O)[O-])cc(/C=N/NC(=O)C(O)(c2ccccc2)c2ccccc2)c1O
    19.9%	-10.7%	-0.1%
C=CCn1c(N)cc(=O)nc1SCC(=O)Nc1ccc(C(=O)OCC)cc1
    2.1%	5.2%	-0.5%
CCOc1ccc(N(CC(=O)N2CCCCC2)S(=O)(=O)c2ccc(Cl)cc2)cc1
    -4.4%	-1.2%	-1.7%
COCCCN1C(=O)C(=O)/C(=C(/O)c2ccc(S(=O)(=O)N3CCCCC3)cc2)C1c1ccc(O)c(OC)c1 (stereo not given)
    3.6%	3.8%	0.0%
CCN(CC)C(=O)CSc1nnc(-c2c[nH]c3ccccc23)o1
    -2.7%	-2.1%	-0.4%
COc1cccc(CN2CCN(Cc3cccc(Oc4ccccc4)c3)CC2)c1OC
    8.8%	1.0%	-1.1%
O=C(N=C1SC2CS(=O)(=O)CC2N1Cc1ccccc1Cl)C1CC1 (stereo not given)
    0.6%	-2.1%	-0.3%
CCOC(=O)c1sc(NC(=O)CSc2nccn2C)nc1C
    4.9%	7.0%	-0.5%
COc1ccc(Cl)cc1NS(=O)(=O)c1cccc(C(=O)NCCCN2CCCC2=O)c1
    4.2%	-3.8%	-0.5%
Cc1cc(C(=O)NCCc2ccc(Cl)cc2)c(C)o1
    -3.2%	0.9%	-0.1%
CC(C)C[C@H]1CNC(=O)C(=O)N1C[C@H](C)NC(=O)Cc1ccccc1
    -4.6%	2.0%	1.1%
Cc1c(C)c2cc(Cl)c(OCC(=O)N3CCN(c4ccc(F)cc4)CC3)cc2oc1=O
    3.8%	31.3%	-0.3%
O=C(N=C1SC2CS(=O)(=O)CC2N1c1cc(Cl)ccc1Cl)C1CCCO1 (stereo not given)
    0.8%	-4.0%	0.4%
Cc1cccn2c(=O)c3cc(C(=O)NCC4CCCO4)c(=N)n(C4CCCC4)c3nc12 (stereo not given)
    -2.7%	-0.8%	-0.5%
O=C(N1CCC(n2nc(-c3ccccc3)oc2=O)CC1)C1(c2ccccc2)CC1
    -2.4%	-2.2%	-0.1%
O=C(NCCCN1CCOCC1)c1ccc2c(=O)n(-c3ccc(F)c(Cl)c3)c(=S)[nH]c2c1
    -0.8%	2.7%	-0.1%
COc1ccc(S(=O)(=O)N(CC(=O)NCc2ccccn2)c2ccc(Cl)cc2)cc1
    2.1%	-7.3%	-0.3%
COc1ccc2occ(C(=O)c3ccc(N)cc3)c2c1
    11.0%	3.5%	-0.2%
CN(C)c1nc(Nc2ccc(F)cc2)nc(Oc2ccc(F)cc2)n1
    5.3%	10.3%	-1.6%
CN(CCNC(=O)c1cc2c(-c3ccccc3F)nn(C)c2s1)C1CCCCC1
    2.8%	5.8%	-1.0%
Cc1nnc(SCC(=O)NC2CCCCC2)[nH]c1=O
    3.5%	-1.4%	-0.1%
CCOc1ccc(-c2n[nH]c(=S)n2Cc2ccccc2)cc1
    -4.5%	6.5%	0.2%
COc1cc(/C=N/NC(=O)c2cccnc2)cc(Br)c1O
    -1.9%	7.7%	-0.1%
O=C(OCc1ccc(O)cc1)c1c(-c2ccsc2)oc2ccc(N3CCOCC3)cc12
    13.3%	-2.5%	1.2%
COc1cc(NC(=O)CNC(=O)Cn2c(C)cc3ccccc3c2=O)cc(OC)c1OC
    6.7%	8.8%	0.6%
O=C(CCc1ccccc1)NNC(=S)NCCc1ccccc1
    -3.0%	-2.6%	-0.7%
COc1c(C)cc(C(=O)C2CCCN(C(=O)c3cc(C)on3)C2)cc1C (stereo not given)
    -4.2%	6.3%	-0.4%
CC(C)[C@H](NC(=O)[C@H]1N2C(=O)c3ccccc3C2SC1(C)C)C(=O)NCc1ccco1 (stereo not given in full)
    -10.1%	3.5%	-0.7%
CNC(=S)Nc1cc2oc3ccccc3c2cc1OC
    0.6%	15.5%	-0.6%
O=C(CCc1c[nH]c2ccccc12)NC(Cc1c[nH]c2ccccc12)C(=O)O (stereo not given)
    -7.7%	-6.0%	0.2%
CCN(C(=O)COC(=O)c1c(-c2ccccc2)noc1C)c1c(N)n(Cc2ccccc2)c(=O)[nH]c1=O
    -2.0%	-7.5%	0.1%
CCn1cc(C(=O)N[C@@H](C)C(=O)NCCO)c(=O)c2cc3c(cc21)OCO3
    1.2%	-1.9%	0.1%
O=C(O)CCC1(CCC(=O)O)c2ccccc2-c2ccccc21
    2.7%	0.7%	-0.2%
Cc1cccc(-c2noc(C(C)NC(=O)c3ccco3)n2)c1 (stereo not given)
    0.1%	-5.4%	-0.6%
C/C(=N\NC(=O)c1ccc2c(c1)OCO2)c1ccc(NC(=O)CCCC(=O)O)cc1
    0.2%	10.4%	0.2%
CCOCCCNC(=O)C1CCN(S(=O)(=O)c2ccc3nc4c(c(C(=O)O)c3c2)CCCCC4)CC1
    -10.1%	-3.2%	0.4%

Screening data (PubChem BioAssay)
